PhoP inhibition = inhibitors of PhoP regulon expression, primary screen, Salmonella Typhimurium, GFP reporter (AID 1863) | inhibition, % at 50 µM; hits with a dose series show IC50 in µM | S. Typhimurium PhoP-regulated promoter GFP reporter, 4 h; higher % means a stronger effect | actives 0.16% (n = 300,000);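 active = inhibition over 29.93%, a cutoff 3 SD above the screen mean, later confirmed by dose response; inconclusive = inhibition over 29.93% but no dose response follow-up; inactive = inhibition at most 29.93% or unconfirmed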;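 note: 0% = low Mg2+ inducing control and 100% = high Mg2+ repressing control; strong numbers were not always called active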
RSV CPE inhibition = inhibition of RSV-induced cytopathic effect – HEp-2 cells, primary 10 µM value included (AID 2391). HEp-2 cells, RSV-induced CPE inhibition; higher % means a stronger effect. one-dose CPE inhibition, % at 10 µM; IC50 in µM for titrated hits. actives 0.13% (n = 310,000); in the data active = a potency from the dose series; inconclusive = CPE inhibition mostly from about 23% at the one dose, without a potency; inactive = the rest, 99 in 100 with CPE inhibition below about 21%; note: strong numbers were not always called active
ER stress rescue = rescue of cells from ER stress-induced death, primary screen, 384-well, CSM14.1, thapsigargin, ATP luminescence (AID 1222); CSM14.1 thapsigargin-induced death rescue, ATP luminescence; higher % means a stronger effect; cellular ATP content (survival), % at 20 µM, or EC50 in µM where a hit was titrated; 190,000 tested, under 10 active;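 active = EC50 below 50 µM in the dose-response confirmation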;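 note: death triggered by thapsigargin at about 15 µM added after 2 h compound pretreatment; cell ATP read after overnight thapsigargin exposure of roughly 18 to 22 hours; normalized against plate controls of thapsigargin alone and 5% DMSO vehicle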
PMI inhibitors = MPI enzyme activity inhibition – biochemical, fluorescence intensity, coupled assay, primary screen (AID 1209); purified PMI enzyme, coupled fluorescence intensity; higher % means a stronger effect; one-dose inhibition, % at 20 µM; IC50 in µM for titrated hits; actives 0.42% (n = 190,000);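 note: plate controls were DMSO vehicle for no effect and wells lacking substrate for full effect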
West Nile virus CPE = West Nile virus antiviral activity, cell-based, CPE readout (AID 1621) | West Nile virus-infected cells, CPE inhibition; higher % means a stronger effect | CPE inhibition, % at 10 µM; hits with a dose series show IC50 in µM | actives 0.02% (n = 290,000); in the data active = a potency from the dose series; inconclusive = CPE inhibition mostly from about 3.7% at the one dose, without a potency; inactive = the rest, 99 in 100 with CPE inhibition below about 2.2%; note: strong numbers were not always called active
Large T inhibition = SV40 large T antigen inhibitors, biochemical (AID 1903) | SV40 large T antigen ATPase/helicase inhibition assay; higher % means a stronger effect | one-dose inhibition, % at 20 µM; IC50 in µM for titrated hits | actives 0.39% (n = 310,000); in the data active = a potency from the dose series; inconclusive = inhibition mostly from about 32% at the one dose, without a potency; inactive = the rest, 99 in 100 with inhibition below about 32%; note: strong numbers were not always called active
human PMI inhibitors = human PMI inhibitors, high substrate, primary screen, biochemical, fluorescence intensity, high mannose 6-phosphate (AID 1220); one-dose inhibition, % at 20 µM; IC50 in µM for titrated hits; recombinant PMI enzyme, coupled fluorescence intensity; higher % means a stronger effect; actives 0.66% (n = 190,000)
TNAP activators = human TNAP enzyme activators, primary screen, biochemical, luminescent, no phosphate acceptor, uHTS (AID 1001). purified TNAP, luminescent activation assay, no phosphate acceptor; higher activation fold means a stronger effect. one-dose activation fold at 20 µM; EC50 in µM for titrated hits. actives 0.03% (n = 200,000); in the data active = activation fold from about 3, or a potency from the dose series; inactive = the rest, 99 in 100 with activation fold below about 1.6; note: many of its hits are not listed in these tables
Ins promoter up = MIN6 insulin promoter up-regulation; actives 0.3% (n = 190,000); z-score at 5 µM; AID 1625; MIN6 insulin promoter-GFP reporter, high-content imaging; stronger effect = higher value;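 active = z-score above 3 at 5 µM with at least 500 cells counted in the well; inconclusive = wells under 500 cells, flagged as cytotoxic or low count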
Ins promoter up cell count = also measured in Ins promoter up; calls as there; cell count; measured here: cytotoxicity, nuclei count;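 total cells summed across four imaged fields per well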
Active calls of the source: *; ? = inconclusive; · = no result given. Cut-off read from the data, not from the text of the source, unless noted: active = inhibition above about 50%; inactive = the rest. No enrichment for hits. Share with any hit: about 1.5%.

structure | PhoP inhibition | RSV CPE inhibition | ER stress rescue | PMI inhibitors | West Nile virus CPE | Large T inhibition | human PMI inhibitors | TNAP activators | Ins promoter up | Ins promoter up cell count
COCCCN=C1NN=C(c2cc(C)n(Cc3ccco3)c2C)CS1 | 1.9% | 2.1% | -6.8% | -20.4% | -1.2% | 11.5% | -14.7% | 1 | -1.1 | 629
COc1cnn(-c2cc(Oc3ccc(C)cc3)ncn2)c(=O)c1Cl | -1.6% | 0.3% | -0.9% | 0.4% | 0.2% | -2.7% | -4.4% | 1.1 | · | ·
CC1(c2ccc(C#N)cc2)NC(=O)N(CC(=O)Nc2cc(S(=O)(=O)N3CCOCC3)ccc2Cl)C1=O (stereo not given) | 4.5% | 2.3% | -0.5% | 13.0% | 2.1% | 5.0% | 10.3% | 1 | 0.4 | 1324
CCSC1=N/C(=C\c2cccnc2)C(=O)N1c1ccccc1 | 14.2% | 2.2% | -2.4% | 7.6% | -1.1% | 29.2% | -0.1% | 1 | -0.37 | 1446
Cc1ccn(C(=O)c2cc3c(C)nn(-c4ccccc4)c3s2)n1 | 4.8% | 1.8% | 1.7% | -11.5% | 0.1% | -4.1% | -19.5% | 1 | -0.73 | 1573
Cc1ccc(NS(=O)(=O)c2c(C)[nH]c(C)c2C(=O)N2CCCC2)cc1Cl | 3.1% | 3.7% | · | · | -1.3% | 9.5% | · | · | · | ·
COC1=C(N)C(=O)c2nc(-c3nc(C(=O)O)c(C)c(-c4ccc(OC)c(OC)c4O)c3N)ccc2C1=O | 5.4% | · | -6.7% | 56.0%* | -1.1% | ? | · | 0.9 | · | ·
Cc1ccc2c(c1)N(CC(=O)NCCCN1CCCCC1)C(=O)CO2 | -3.7% | 0.9% | · | · | -0.2% | 9.5% | · | · | · | ·
COc1ccccc1NC(=O)c1ccc(-c2ccccc2[N+](=O)[O-])o1 | -6.5% | 12.6% | -1.2% | 14.1% | 0.5% | 7.6% | 52.9%* | 1.1 | · | ·
C=CCOc1ccc(C2C(C#N)=C(N)N(N(C)C)C3=C2C(=O)CCC3)cc1 (stereo not given) | 1.3% | 2.8% | · | · | -0.6% | 3.5% | · | · | · | ·
CC(C)CCN1C(=O)c2ccccc2C1C(=O)NCc1cccnc1 (stereo not given) | -5.7% | 1.0% | -0.3% | 9.3% | -0.8% | 7.8% | 7.7% | 1 | 0.68 | 822
O=C(NCC(=O)N1CCN(c2ccccc2O)CC1)c1ccc2ccccc2c1 | 2.1% | 2.1% | · | · | -0.9% | 7.0% | · | · | · | ·
COc1ccc(CSc2nc(C)[nH]c2[N+](=O)[O-])cc1[N+](=O)[O-] | -2.4% | · | · | · | 0.1% | 11.6% | · | · | -0.02 | 1112
COc1ccccc1C(=O)Nc1nnc(SCC(=O)NCc2ccco2)s1 | 0.3% | 0.0% | · | · | -1.3% | 8.8% | · | · | · | ·
Cc1ccc(NC(=S)N2CCN(S(=O)(=O)c3ccc(C)cc3)CC2)cc1 | -1.7% | -0.4% | · | · | 0.2% | 29.5% | · | · | · | ·
COc1ccc(CNC(=O)CN(C(=O)c2snc(C(N)=O)c2N)c2cccc(F)c2)cc1 | 10.0% | -0.1% | · | · | -0.8% | 5.4% | · | · | · | ·
CCN1CCN(CCNC(=O)CCc2c(C)c3c(C)nn(-c4ccccc4)c3n(C)c2=O)CC1 | -7.4% | -1.1% | · | · | ? | 12.2% | · | · | · | ·
COc1ccc(C(=O)/C=C/c2ccccc2F)c(OC(=O)c2ccc([N+](=O)[O-])cc2)c1 | -1.1% | 6.0% | 1.0% | -4.9% | ? | 7.4% | 12.8% | 0.9 | -0.75 | 1597
O=[N+]([O-])c1ccc(N2CCN(c3cccc(Cl)c3)CC2)cn1 | -3.8% | 6.2% | · | · | -0.5% | 5.4% | · | · | · | ·
O=C(NC(=S)Nc1ccccn1)c1ccc([N+](=O)[O-])cc1 | -2.2% | -0.3% | -4.1% | 3.0% | 0.1% | 7.1% | 1.5% | 1 | 0.17 | 1244
CCN(CC)C(=S)Nc1ccc(Cl)c(Cl)c1 | 11.3% | 4.8% | -1.4% | 2.8% | -0.1% | 2.1% | -3.4% | 1.1 | -0.11 | 1223
Cc1ccc(Oc2nccc(-c3ccc(Cl)cc3)n2)cc1 | 0.7% | 2.0% | -1.2% | 9.2% | -0.4% | 0.3% | 3.7% | 1 | 0.1 | 1386
CC(C)C(=O)Nc1cccc(C(=O)Nc2nncs2)c1 | -2.5% | 0.6% | -0.5% | -11.5% | 0.1% | 3.9% | -4.4% | 1.2 | 0.22 | 1561
C=CCNC(=O)/C(=C\c1ccc([N+](=O)[O-])cc1)NC(C)=O | 2.0% | 1.4% | 0.3% | -2.0% | 0.4% | -1.6% | -4.3% | 1.1 | -0.56 | 1568
CCCn1c(C)cc(C(=O)COc2ccc(S(=O)(=O)N(CC)CC)cc2[N+](=O)[O-])c1C | -7.9% | 15.9% | 2.4% | 4.3% | -0.7% | 9.2% | 2.0% | 1 | · | ·
CCOc1ccc(S(=O)(=O)n2nc(C)cc2C)c2ccccc12 | 8.6% | 5.9% | · | 6.0% | -0.3% | 7.8% | -3.0% | 1 | -0.2 | 1224
Cc1nnc(NC(=O)CCCN2C(=O)c3ccccc3C2=O)s1 | 6.8% | 0.7% | -1.0% | 2.6% | 0.2% | 0.1% | -6.1% | 1.1 | -1.16 | 892
COC(=O)c1ccccc1CON1C(=O)C(C)(C)N(OCc2ccccc2C(=O)OC)C(=O)C1(C)C | -0.5% | 2.2% | -0.9% | 4.7% | 1.3% | 27.3% | 4.0% | 1.1 | -0.28 | 1628
O=C(c1cc2ncc(CCCl)cn2n1)N1CCCCCC1 | -1.2% | 3.1% | -2.0% | -2.5% | 0.1% | -3.4% | -3.3% | 1 | 0.3 | 1346
O=C(Nc1cccc(NC(=O)c2ccco2)c1)c1ccc([N+](=O)[O-])cc1 | -1.8% | 1.3% | 0.4% | -5.0% | 0.2% | 47.5% | -4.1% | 1.1 | · | ·
Cc1ccc(N=c2c([N+](=O)[O-])nn(-c3ccc4c(c3)OCCO4)n2O)cc1F | 2.1% | 0.5% | 0.5% | -25.6% | -1.1% | 17.3% | -5.4% | 1 | -0.41 | 1293
CC(=O)c1cc2c(cc1NC(=O)CCCC(=O)O)OCO2 | -6.7% | 0.9% | -0.3% | -1.0% | 0.0% | 7.1% | -4.6% | 1.1 | 0.07 | 1588
C=CCNC(=O)CSc1nnc(-c2ccc(S(=O)(=O)N3CCCC3)cc2)n1C | -3.3% | 0.3% | · | · | 0.8% | 3.2% | · | · | · | ·
Cc1cc(=O)[nH]c(N/N=C/c2cn(CCC#N)nc2-c2ccccc2)n1 | 4.3% | 1.8% | -0.7% | 9.5% | -0.2% | 0.0% | 0.8% | 1.1 | 0.15 | 1586
S=C1NC2(CCCCCC2)N=C1c1ccccc1 | -3.4% | -1.9% | -1.5% | -2.6% | -0.2% | 8.6% | -3.0% | 1.1 | 1.29 | 1194
O=C(Nc1nccs1)c1ccc([N+](=O)[O-])cc1 | 3.8% | 0.6% | · | · | -0.7% | -0.5% | · | · | -0.11 | 1384

Record cards, from the list above:
`S=C1NC2(CCCCCC2)N=C1c1ccccc1` reads PhoP inhibition = -3.4%; RSV CPE inhibition = -1.9%; ER stress rescue = -1.5%; PMI inhibitors = -2.6%; West Nile virus CPE = -0.2%; Large T inhibition = 8.6%; human PMI inhibitors = -3.0%; TNAP activators = 1.1; Ins promoter up = 1.29; Ins promoter up cell count = 1194
`CCCn1c(C)cc(C(=O)COc2ccc(S(=O)(=O)N(CC)CC)cc2[N+](=O)[O-])c1C` reads PhoP inhibition = -7.9%; RSV CPE inhibition = 15.9%; ER stress rescue = 2.4%; PMI inhibitors = 4.3%; West Nile virus CPE = -0.7%; Large T inhibition = 9.2%; human PMI inhibitors = 2.0%; TNAP activators = 1; Ins promoter up = ·; Ins promoter up cell count = ·

More compounds:
structure | PhoP inhibition | RSV CPE inhibition | ER stress rescue | PMI inhibitors | West Nile virus CPE | Large T inhibition | human PMI inhibitors | TNAP activators | Ins promoter up | Ins promoter up cell count
CCC(=O)N1CCN(c2nc(-c3ccccc3)c3c(c2C#N)CCCC3)CC1 | -4.1% | 10.2% | 0.9% | 20.7% | -0.3% | 11.0% | 11.6% | 1 | -0.35 | 756
CC(=O)CC1=NC(C)(C)Cc2ccccc21 | -6.6% | 1.3% | · | -5.7% | 0.5% | 13.5% | -3.2% | 1.1 | -0.12 | 1225
COc1ccc(N(C(=O)c2ccco2)S(=O)(=O)c2ccccc2)cc1 | 9.3% | 1.0% | 0.8% | 5.9% | 0.5% | 3.2% | 11.0% | 1.1 | 0.31 | 708
CCOC(=O)Cc1nnc(NC(=O)C23CC4CC(CC(C4)C2)C3)s1 | -0.2% | 1.3% | · | · | -0.3% | 16.2% | · | · | 0.25 | 1166
O=C(COc1ccc(Cl)cc1)Nc1cccc(-c2ccc3nncn3n2)c1 | -1.1% | 8.0% | -1.4% | 0.2% | -0.3% | 9.8% | -0.4% | 1.2 | 0.51 | 1328
C/C(=N\Nc1nc(C(=O)O)cs1)c1ccccc1 | -16.1% | 0.6% | 0.5% | 15.6% | 0.6% | 15.1% | 19.1% | 1.1 | -0.21 | 1312
CN(C)c1ccc(NC(=O)C2C3C=CC(C3)C2C(=O)O)cc1 (stereo not given) | -3.0% | 0.3% | · | · | 0.3% | 21.5% | · | · | · | ·
CCOC(=O)c1c(C)[nH]c(C(=O)CC(=O)OC)c1C | -0.3% | 7.5% | -0.6% | -5.2% | -0.1% | 20.0% | -4.2% | 1 | 0.43 | 1349
Cc1oc(-c2ccc(Cl)cc2)nc1CS(=O)CC(=O)NC(C)c1ccccc1 (stereo not given) | -10.0% | 2.2% | · | · | -0.5% | 15.2% | · | · | · | ·
CC(CCc1ccccc1)NC(=O)COC(=O)c1cccc(N(C)C)c1 (stereo not given) | -8.1% | 0.5% | · | · | -0.6% | 4.3% | · | · | · | ·
CCNC(=O)/C(=C\c1ccc2c(c1)OCO2)NC(=O)c1ccc(Br)cc1 | -0.8% | · | -0.4% | 4.4% | -0.2% | 3.7% | 4.4% | 1.1 | 0.42 | 1621
CCN(CC)CC(=O)Nc1ccc(-c2nc3cc(NC(=O)CN(CC)CC)ccc3o2)cc1 | -1.2% | -2.2% | 2.6% | 9.9% | 0.2% | 1.5% | 3.8% | 1.1 | · | ·
O=C(CN1CCN(C(=O)c2ccco2)CC1)Nc1cc(Cl)ccc1Cl | -9.8% | 2.5% | -0.7% | -3.5% | -0.3% | 12.3% | 0.9% | 1 | -0.32 | 1618

Source: PubChem BioAssay
